# Source: PubChem BioAssay
# Shiga toxin inh: inhibitors of Shiga toxin in Vero cells; Vero cells, Shiga toxin protein synthesis inhibition reporter; inhibition, % at 38.7 µM; 290,000 tested, 9.2% active; AID 2315; in the data active means inhibition mostly above about 28%, no sharp cut-off; inactive means mostly below about 43%; further: 0% is about no effect
# HCV inhibitor: blocks hepatitis C virus; 340,000 tested, 3.4% active; Potency, µM (top dose mostly 41.8 µM), inactives show top-dose activity change, negative = inhibition, usual class: inhibitors; Huh7.5.1 HCVcc-Cre infection, luciferase reporter, 44 h; further: potency means the concentration at half of the fitted maximal effect; on the % scale 0 is the no-effect control and ±100 the full control effect
#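 Reporter virus HCVcc-Cre (~0.5 moi) infects cells exposed to compound; seeding density 1,000 cells/well with 4 h settling beforehand. Luminescence, 15 sec read, taken 44 h post-infection following a 15 min RT substrate incubation.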
# Cycloheximide cs: counter-screen hit for Shiga toxin inhibitors, cycloheximide; max response, %; cell reporter, cycloheximide protein synthesis inhibition counterscreen; 300,000 tested, 12% active; AID 2314; in the data active means max response mostly above about 13%, no sharp cut-off; inactive means mostly below about 14%; further: read at 38.3 µM for the half of the compounds with a filed dose; 0% is about no effect
# Pf growth 48h: P. falciparum growth inhibition at 48 hours (one generation); P. falciparum luciferase growth in erythrocytes, 48 h; Potency, µM (series often up to 28.7 µM), for the others: at the top dose activity change, negative = inhibition, most hits filed as inhibitors; 310,000 tested, 5.9% active; AID 504832; further: potency means the concentration at half of the fitted maximal effect; on the % scale 0 is the no-effect control and ±100 the full control effect
#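 Luminescence readout; reporter = integrated firefly luciferase in P. falciparum. RBC culture at 2% hematocrit, 0.1% parasitemia final, 37 C/5% CO2; decreased signal taken as growth inhibition.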
# LmPK inhibitor: LmPK (Leishmania mexicana) enzyme inhibition | 290,000 tested, 0.37% active | purified LmPK, Kinase-Glo ATP luminescence, 1 h | Q27686 | Potency, µM (top dose mostly 57.5 µM), without a hit: at the top dose activity change, negative = inhibition, hits mostly inhibitors; further: potency means the concentration at half of the fitted maximal effect; on the % scale 0 is the no-effect control and ±100 the full control effect
# Target sequence (Q27686 whole entry, looked up): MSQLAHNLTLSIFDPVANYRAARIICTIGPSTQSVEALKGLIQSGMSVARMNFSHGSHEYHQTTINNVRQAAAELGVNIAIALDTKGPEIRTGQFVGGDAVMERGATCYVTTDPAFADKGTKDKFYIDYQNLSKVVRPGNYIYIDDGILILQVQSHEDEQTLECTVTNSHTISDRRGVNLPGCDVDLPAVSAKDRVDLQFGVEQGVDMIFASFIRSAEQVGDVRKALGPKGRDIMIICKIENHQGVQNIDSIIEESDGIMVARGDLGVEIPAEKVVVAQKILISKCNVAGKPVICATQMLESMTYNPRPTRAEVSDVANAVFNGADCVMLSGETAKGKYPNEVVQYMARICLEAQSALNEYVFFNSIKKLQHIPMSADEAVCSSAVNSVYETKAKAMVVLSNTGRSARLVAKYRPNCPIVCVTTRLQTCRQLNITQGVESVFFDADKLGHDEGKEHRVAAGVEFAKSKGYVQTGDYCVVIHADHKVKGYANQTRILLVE
#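 0.1 nM LmPK, 0.5 mM PEP, 0.1 mM ADP; 50 mM imidazole pH 7.2, 7 mM MgCl2, 50 mM KCl; 1 h RT. Kinase-Glo luminescence readout, normalized to no-enzyme (full inhibition) and uninhibited wells.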
# Tb PYK inh: inhibitors of Trypanosoma brucei pyruvate kinase | Q57TT1 | TbPYK enzyme, Kinase-Glo Plus ATP luminescence, 45 min | AID 624173 | Potency, µM (highest dose often 76.8 µM), for inactives: at the top dose activity, negative = inhibition, actives largely listed as inhibitors | 410,000 tested, 0.12% active; further: potency means the concentration at half of the fitted maximal effect; on the % scale 0 is the no-effect control and ±100 the full control effect; nearly all actives have a fitted effect of over 50% in size
#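 Luminescent Kinase-Glo Plus end-point after 45 min room-temperature reaction of T. brucei pyruvate kinase started with 130 uM ADP (final). Buffer TEA 50 mM pH 7.2 with KCl, MgCl2, BSA, Tween-20; titration-based qHTS with fitted concentration-effect curves.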
# Pf growth 96h: inhibits malaria parasite growth, 96 h; 320,000 tested, 6.9% active; AID 504834; P. falciparum luciferase reporter growth, 96 h; Potency, µM (doses to about 28.7 µM), for inactives: at the highest dose activity change, negative = inhibition, most hits filed as inhibitors; further: potency means the concentration at half of the fitted maximal effect; on the % scale 0 is the no-effect control and ±100 the full control effect
#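 Parasite growth measured via integrated firefly luciferase reporter in P. falciparum. Infected erythrocytes at 2% hematocrit, 0.05% parasitemia final were treated 96 hours at 37 C under 5% CO2, and luminescence was read.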
# Numbers without * were called inactive; ? = inconclusive; / = no result given; & = joins results of further samples; [ ] = remark or other dose. Unless noted, the call rests on the fitted dose curve; in most records, active means well fitted curve in the direction sought with a large enough effect; inconclusive means small, poorly fitted or top-dose-only effect, or another doubt; inactive means no such curve, though single readings can be large; an effect the other way counts as inactive or inconclusive.
canonical_smiles	Pf growth 96h	HCV inhibitor	Cycloheximide cs	Pf growth 48h	LmPK inhibitor	Shiga toxin inh	Tb PYK inh
CC(NC(=O)Cc1ccc(S(=O)(=O)N2CCOCC2)s1)c1ccc(Cl)c(Cl)c1 (stereo unspecified)	1.8%	?	/	?	/	/	11.8%
CC(NC(=O)c1ccc(C#N)cc1)C1CC2CCC1C2 (stereo unspecified)	43.3%	1.4%	5.1	2.9%	-2.7%	-9.6	1.2%
N#CCC(=O)Nc1ccc(C(=O)OCC(=O)Nc2ccccc2Sc2ccccc2)cc1	?	-18.1%	-1.4	?	-0.6%	-10.2	1.4%
CCCn1c(N)c(Sc2ccccc2[N+](=O)[O-])c(=O)n(CCC)c1=O	?	-11.9%	-3.5	?	6.6%	-2.9	2.0%
COc1ccc(C)cc1NC(=O)CSc1ccc(-c2cccnc2)nn1	?	-2.3%	-0.4	3.4%	0.4%[11.5 µM]	-19.1	6.0%
CCN(CC)S(=O)(=O)c1ccc(N2CCCC2)c(NS(=O)(=O)c2cccs2)c1	?	?	-6.1	?	2.4%	21.0	-9.0%
CCc1nnc(NS(=O)(=O)c2ccc(N=Cc3c(C)[nH]n(-c4ccc(C)c(C)c4)c3=O)cc2)s1	-16.2%	35.9%[activator]	11.7*	5.3%	?	10.1	-11.2%
CNC(=S)N1CCN(c2cccc(OC)c2)CC1	65.2%[activator]	5.5%	-2.9	21.8%	-2.6%	-12.6	3.0%
O=C(NC(Cc1ccccc1)C(=O)O)/C(=C/c1cccc([N+](=O)[O-])c1)NC(=O)c1cccc(Br)c1 (stereo unspecified)	?	4.2%	-4.6	12.8%	0.9%	20.8	0.0%
Cc1ccc(NC(=O)c2cccc(OCc3c(C)noc3C)c2)cc1S(=O)(=O)Nc1ccccc1Cl	?	?	9.2	-0.6%	-2.2%	-6.2	-0.3%
Cc1oc2c(C)c3oc(=O)c(CCC(=O)NCCCN4CCCC4=O)c(C)c3cc2c1C	?	-5.0%	-2.6	2.0%	-5.0%	-3.4	-1.8%
COc1ccc(N2C(=O)CC(N3CCC(c4nc5ccccc5[nH]4)CC3)C2=O)cc1 (stereo unspecified)	?	23.2%	-2.1	/	-10.6%	0.3	2.1%
CSc1sc(-c2n[nH]c(=S)n2C)c2c1C=CCC2	5.86µM*	?	-2.8	?	-6.7%	-5.6	?
O=C(Nc1ccc(Cl)cc1C(=O)c1ccccc1)c1ccc(Br)o1	12.9%	-24.7%	-1.6	30.8%[activator]	4.7%	22.0	-7.9%
CCS(=O)(=O)NCc1nnc2n1-c1ccc(Cl)cc1C(c1ccccc1)=NC2	4.6%	15.8%	-1.9	-13.3%	-3.3%	29.9	-0.7%
COc1cccc(-c2cc(C(=O)Nc3cccnc3Cl)no2)c1	21.9%	-8.1%	10.4	29.4%	-2.9%	10.2	3.0%&1.7%
C/C(=N\NC(=O)C1CC1)c1ccccc1O	?	27.0%	14.9	11.9%	3.7%	18.5	2.8%
CCOc1ccc(-c2cc(NC(=O)c3c(F)cccc3F)c(C(=O)O)s2)cc1	35.6%[activator]	22.5%	10.8	?	-2.1%	39.5*	1.2%
CCCCCCC1CC(CCc2nc(=S)[nH][nH]2)C(=O)O1 (stereo unspecified)	6.8%	-8.5%	-3.7	5.9%	-1.1%	-3.9	-25.2%
COC(=O)c1ccccc1S(=O)(=O)NC(=O)c1ccccc1	/	5.4%	-5.7	-25.8%	-1.6%	-5.3	-2.3%
O=C1/C(=C/c2ccc(F)cc2)SC(=S)N1Nc1ncc(C(F)(F)F)cc1Cl	-7.7%	5.7%	7.8	/	5.3%	-3.3	-18.9%
O=C(O)/C=C/C(=O)N(Cc1ccc2c(c1)OCO2)C1CC(=O)N(CCc2ccccc2)C1=O (stereo unspecified)	30.8%[activator]	13.7%	1.9	-33.9%[5.75 µM]	2.4%	-14.4	-1.2%
CCOC(=O)c1csc(NC(=O)c2ccccc2)n1	166.6%[activator]	?	49.1*	/	-0.6%	129.2*	2.2%
Cc1ccc(CSCC2Nc3ccc(C(=O)N4CCN(c5cccc(C)c5)C(C)C4)cc3NC2=O)cc1 (stereo unspecified)	13.9%	/	-5.8	?	15.0%	-2.3	/
CCn1c(COc2ccccc2)nnc1SCC(=O)c1cccc([N+](=O)[O-])c1	?	?	-3.5	?	1.2%	-16.6	-23.4%
Cc1noc(NS(=O)(=O)c2ccc(NC(=O)COc3ccc(Cl)cc3Cl)cc2)c1C	/	-0.3%	3.6	27.0%	-7.6%	-22.8	0.4%
CC(=O)c1c(C)[nH]c(C(=O)Nc2cccc(S(=O)(=O)N3CCOCC3)c2)c1C	-3.5%	?	5.9	-7.7%	-0.3%	0.4	-11.1%
CC(C)(C)c1cc(C(=O)NN)n(Cc2ccc(F)cc2)n1	?	?	-4.1	?	10.3%	8.5	5.6%
CC(C)CNS(=O)(=O)c1ccc(S(=O)(=O)N2CCC(N3CCCCC3)CC2)cc1	0.0%	3.1%	-5.9	6.2%	-2.6%	-2.4	1.8%
Cc1nc2nc[nH]n2c(=O)c1CC(=O)O	-11.6%	8.4%	-3.5	/	-2.4%	-15.1	1.1%

# Some of the entries so far, with two lines to a compound.
# The line under a structure holds: Pf growth 96h	HCV inhibitor	Cycloheximide cs	Pf growth 48h	LmPK inhibitor	Shiga toxin inh	Tb PYK inh
CC(C)(C)c1cc(C(=O)NN)n(Cc2ccc(F)cc2)n1
  ?	?	-4.1	?	10.3%	8.5	5.6%
CC(=O)c1c(C)[nH]c(C(=O)Nc2cccc(S(=O)(=O)N3CCOCC3)c2)c1C
  -3.5%	?	5.9	-7.7%	-0.3%	0.4	-11.1%
Cc1nc2nc[nH]n2c(=O)c1CC(=O)O
  -11.6%	8.4%	-3.5	/	-2.4%	-15.1	1.1%

# The list goes on:
canonical_smiles	Pf growth 96h	HCV inhibitor	Cycloheximide cs	Pf growth 48h	LmPK inhibitor	Shiga toxin inh	Tb PYK inh
Cc1ccc(NC2=C(Cl)C(=O)OC2OC(=O)c2ccco2)cc1C (stereo unspecified)	-18.6%	?	6.9	-13.9%	0.3%	8.5	-2.9%
COc1ccccc1NS(=O)(=O)c1cccc(NC(=O)c2nn(C)c(=O)c3ccccc23)c1	10.4µM*	?	/	?	/	/	-0.4%
O=C(O)CSc1c2c(nc3cc(C(=O)Nc4ccc(F)c(Cl)c4)ccc13)CCCC2	1.04µM*	-18.9%	16.7	5.6%	-2.0%	1.1	-7.2%
C=CC[n+]1c(-c2ccc(Cl)cc2Cl)csc1Nc1c(C)n(C)n(-c2ccccc2)c1=O	?	12.6µM*	0.7	?	2.4%	-12.6	5.0%
CN1c2ccccc2C(=O)/C(=C\Nc2ccc(F)cc2)S1(=O)=O	30.9%[activator]	1.1%	1.2	29.6%	6.2%	-3.7	-1.4%
O=C(NCc1ccc2c(c1)CCO2)Nc1cccc(C(F)(F)F)c1	?	-24.2%	-1.5	-13.7%	1.2%	25.1	-3.0%
CCOC(=O)c1cn2nc(Oc3ccccc3)ccc2n1	127.6%[activator]	7.9%	71.5*	110.6%[activator]	0.6%	92.7*	5.1%
COc1ccc(/C=C/C(=O)NC(=S)N2CCN(C)CC2)cc1	23.9%	-5.5%	23.4	24.9%	-13.6%	46.8	-2.2%
Nc1nonc1C(=O)N/N=C/c1ccncc1	?	26.4%	13.7	21.5%	-23.0%	25.3	1.7%
CSCCC(NC(N)=O)C(=O)Nc1ccc2ccccc2c1 (stereo unspecified)	9.8%	0.9%	8.9	7.3%	-3.9%	26.1	2.7%
CCSc1ccccc1C(=O)Nc1cccnc1	15.2%	8.0%	15.5	-4.6%	0.3%	13.4	3.1%
CCCCn1c(=O)n(C)c(=O)c2c3c(sc21)COC(C)(C)C3	?	-13.8%	-0.2	-22.8%	-4.2%	-21.3	-18.1%
CCOc1ccc(N(CC(=O)N2CCc3ccccc32)S(=O)(=O)c2c(C)noc2C)cc1	5.3%	6.9%	-2.4	/	3.1%	-2.8	-6.7%
COc1ccc(N(CC(=O)NCc2ccco2)S(C)(=O)=O)cc1OC	/	-2.3%	-6.1	/	-4.4%	-18.5	-2.9%
CCOP(=O)(OCC)c1cccc(O)c1	-22.9%	19.5%	8.6	17.1%	1.1%	0.7	2.3%

# Entries of single compounds as entered above.
# `CN1c2ccccc2C(=O)/C(=C\Nc2ccc(F)cc2)S1(=O)=O` in the list: Pf growth 96h = 30.9%[activator]; HCV inhibitor = 1.1%; Cycloheximide cs = 1.2; Pf growth 48h = 29.6%; LmPK inhibitor = 6.2%; Shiga toxin inh = -3.7; Tb PYK inh = -1.4%
# `COc1ccc(/C=C/C(=O)NC(=S)N2CCN(C)CC2)cc1` in the list: Pf growth 96h = 23.9%; HCV inhibitor = -5.5%; Cycloheximide cs = 23.4; Pf growth 48h = 24.9%; LmPK inhibitor = -13.6%; Shiga toxin inh = 46.8; Tb PYK inh = -2.2%
# `Nc1nonc1C(=O)N/N=C/c1ccncc1` in the list: Pf growth 96h = ?; HCV inhibitor = 26.4%; Cycloheximide cs = 13.7; Pf growth 48h = 21.5%; LmPK inhibitor = -23.0%; Shiga toxin inh = 25.3; Tb PYK inh = 1.7%

# Additional entries follow:
canonical_smiles	Pf growth 96h	HCV inhibitor	Cycloheximide cs	Pf growth 48h	LmPK inhibitor	Shiga toxin inh	Tb PYK inh
CCOc1ccc(NC(=O)CN(C)C(=O)c2ccccc2-n2cnnn2)cc1OCC	-3.6%	-6.0%	/	?	/	/	-1.1%
Cc1ccc(/C=C2\CCn3c2nc2cc(C(=O)O)ccc2c3=O)c(C)c1	?	20.5%	8.2	?	-5.6%	-4.3	4.1%
O=C(NCC(F)(F)F)Nc1cccnc1	14.7µM*	2.0%	-0.8	-19.1%	-5.3%	-2.5	-2.6%
CCCCn1c(SCC(=O)NC2CC(C)(C)NC(C)(C)C2)nc2cc(S(N)(=O)=O)ccc21	31.5%[activator]	4.0%	-2.8	-0.7%	-1.0%	-3.1	3.7%
O=C1c2ccccc2C(=O)N1CCc1csc(-c2ccc(F)cc2)n1	80.9%[activator]	11.6%	8.4	55.1%[activator]	0.6%	10.1	-0.7%
Cn1nccc1C(=O)Nc1ccn(C23CC4CC(CC(C4)C2)C3)n1	62.5%[activator]	?	44.5*	37.5%[activator]	0.9%	68.1*	3.7%
c1ccc(C(c2nnnn2Cc2ccco2)N2CCN(C3CCCC3)CC2)cc1 (stereo unspecified)	?	-29.3%	7.8	-3.5%	1.9%	35.5	-7.6%
COc1cc(-c2nc3ccccc3s2)ccc1O	/	?	44.8*	123.5%[activator]	?	80.5*	-7.6%
O=C1OC2(c3ccccc3)C3CCCC2C13	?	0.3%	-3.2	6.2%	4.6%	-16.3	-1.5%
COc1cc(C(=O)C(=O)c2cc(OC)c(O)c(OC)c2)cc(OC)c1O	20.8%	20.4%	1.1	18.5%	-0.7%	-1.6	-15.2%
CC(=O)C1C2c3ccccc3OC1(C)N=c1s/c(=C/c3cn(C)nc3C)c(=O)n12 (stereo unspecified)	?	-4.6%	-1.1	?	1.6%	-11.6	5.5%
